# DT40 TDP1 CPT: DT40-hTDP1 cell growth loss with CPT | chicken DT40 Tdp1-/-;hTDP1 cells + 20 nM CPT, ATP luminescence, 48 h | Potency, µM (highest dose often 46.2 µM), for inactives: top-dose activity change, negative = growth inhibition, most hits filed as inhibitors | hit rate 12% among 420,000 | AID 686979; also: nearly all actives have a fitted effect of over 55% in size
#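 Chicken DT40 Tdp1-/- cells stably complemented with human TDP1 were seeded at 400 cells/well in medium containing 20 nM camptothecin, exposed to pin-transferred compounds, and grown at 37 °C for at least 48 hr. Viability was read as ATP luminescence.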
# N370S GC: inhibitors or activators of N370S glucocerebrosidase for Gaucher disease. P04062. N370S GC spleen homogenate, 4MU-glucoside fluorescence. Potency, µM (doses to about 59.4 µM), inactives show top-dose activity change, negative = inhibition, hits mostly inhibitors. hit rate 0.092% among 330,000. AID 2101;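 also: 0% = full enzyme activity and -100% = no enzyme basal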
# FEN1 inhibitor: human FEN1 inhibition. Potency, µM (top dose mostly 114 µM), for the others: at the top dose activity change, negative = inhibition, actives largely listed as inhibitors. Recombinant FEN1 flap cleavage, fluorescence, 15 min. hit rate 0.35% among 390,000. AID 588795. P39748; also: nearly all actives have a fitted effect of over 65% in size
# Target sequence (P39748 whole entry, looked up): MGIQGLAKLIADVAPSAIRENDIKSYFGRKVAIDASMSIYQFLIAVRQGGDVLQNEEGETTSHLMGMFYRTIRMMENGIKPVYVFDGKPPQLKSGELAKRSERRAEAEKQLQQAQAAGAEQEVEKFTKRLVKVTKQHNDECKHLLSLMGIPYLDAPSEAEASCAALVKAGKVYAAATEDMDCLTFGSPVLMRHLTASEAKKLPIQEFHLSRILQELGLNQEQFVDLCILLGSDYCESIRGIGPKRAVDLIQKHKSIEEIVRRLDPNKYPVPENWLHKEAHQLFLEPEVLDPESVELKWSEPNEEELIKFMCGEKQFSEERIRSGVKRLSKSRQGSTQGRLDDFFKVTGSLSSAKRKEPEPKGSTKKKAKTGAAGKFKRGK
#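 FEN1 at 10 nM preincubated with compounds 15 min at room temperature, then flap DNA substrate added at 50 nM final. Signal read at 0 and 15 min; concentration-response fitted with four-parameter Hill equation.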
# * hit, by the source's call; ? = inconclusive; / = not tested or not shown; & = joins results of further samples; [ ] = remark or other dose. Calls follow the shape of the dose curve; as a rule, active = well fitted curve in the direction sought with a large enough effect; inconclusive = small, poorly fitted or top-dose-only effect, or another doubt; inactive = no such curve, though single readings can be large; an effect the other way counts as inactive or inconclusive. Unless noted, % is scaled to controls: 0 for no effect and ±100 for the full control effect; potency is read from the fitted curve at half-maximal effect. Not all compounds are listed. The share of hits here may be higher or lower than overall.
# Screens in order – DT40 TDP1 CPT	N370S GC	FEN1 inhibitor
1	O=C(Cn1c(=S)[nH]c2ccccc2c1=O)N1CCc2ccccc2C1
  0%	-2%	-2%
2	CCN(CC)c1ccc(/C=N/NC(=O)c2cccc(S(=O)(=O)Nc3ccccc3OC)c2)c(O)c1
  3.3µM*	-8%	-3%
3	CCSc1nsc(NC(=O)Nc2cccc(C(C)=O)c2)n1
  ?	-22%	-12%
4	O=C(CN1C(=O)NC2(CCCc3ccccc32)C1=O)c1ccc(F)c(F)c1 (configuration not stated)
  0%	/	4%
5	COc1ccc(C(=O)N[C@H](C(=O)OCc2nc3ccsc3c(=O)[nH]2)C(C)C)cc1
  8%	-2%	2%
6	O=C(Nc1ccc(C(F)(F)F)cc1)C1CCN(S(=O)(=O)c2ccc(N3CCCC3=O)cc2)CC1
  2.6µM*	-14%	-3%
7	COCCNC(=O)C(c1cccs1)N(C(=O)Cn1nnc2ccccc21)c1ccccc1 (configuration not stated)
  -16%	15%	3%
8	Cc1ccc(C2C=C(c3ccccc3)Nc3ncnn32)cc1 (configuration not stated)
  ?	/	-19%
9	Cc1ccc(S(=O)(=O)Nc2ccc(NC(=O)/C=C/C(=O)O)cc2)cc1
  -12%	0%	-2%
10	CN(C)c1ccc(/C=C/c2cc(Cl)nc3ccccc23)cc1
  ?	/	0%
11	Cn1c(=O)c2c(nc(CN3CCN(C(=O)c4ccco4)CC3)n2Cc2ccc(Cl)cc2)n(C)c1=O
  -7%	9%	1%
12	Cc1cccc(C)c1N(CC(=O)NCc1ccccc1)C(=O)c1csnn1
  7%	-1%	-12%
13	COc1ccc(OC(C)C(=O)Nc2cccc([N+](=O)[O-])c2)cc1 (configuration not stated)
  ?	2%	-6%
14	Cc1cc(C)cc(NC(=O)CSc2nnc(-c3cc4occc4n3C)n2-c2ccccc2C)c1
  ?	/	4%
15	CCCC(CCC)C(=O)Nc1cccc(-c2nc3cccnc3s2)c1C
  -8%	/	-6%
16	O=C(Oc1ccc(C(=S)N2CCOCC2)cc1)c1ccc(F)cc1
  -2%	0%	9%
17	O=C1CCCN1c1cc(Cl)cc(Cl)c1
  5%	-7%	0%
18	C/C(CC(=O)Nc1ccc(Cl)cc1Cl)=N\NC(=O)c1cnccn1
  -3%	-2%	0%
19	Cc1ccc2c(c1)N=C(c1ccccc1)CC(C(Cl)Cl)=N2
  ?	-23%	-13%
20	COCCn1c(C)cc(C(=O)COc2ccc(N(C)S(=O)(=O)c3ccc(C)cc3)cc2)c1C
  18µM*	/	-5%
21	O=C(c1n[nH]c(=O)c2ccccc12)N1CCN(Cc2ccc3c(c2)OCO3)CC1
  -13%	2%	0%
22	COC(=O)C1(C)NC(=O)c2ccccc2N1 (configuration not stated)
  2%	4%	-7%
23	CCN1CCN(c2ccc(S(=O)(=O)N3CCCCC3)cc2NC(=O)c2ccc(F)cc2)CC1
  ?	0%	1%
24	CC(C)(CNC(=O)c1cccc(F)c1)CNC(=O)c1cccc(F)c1
  ?	/	0%
25	O=C(c1ccc(OC2CCN(CCCc3ccccc3)CC2)cc1)N1CCCC1
  -29%	/	-6%
26	COC(=O)[C@]1(C)N[C@H](CN(C)C(=O)c2ccc(F)cc2)[C@@H]2C(=O)N(C)C(=O)[C@@H]21
  -2%	/	11%
27	CCCCCCCN1CCC(=O)N([C@H](CO)CC(C)C)CC1
  ?	-9%	6%
28	COc1cc(OC)cc(-c2nnc(SCC(=O)NCc3cccs3)o2)c1
  -3%	8%	4%
29	NS(=O)(=O)c1ccc(NC(=S)N2CCN(Cc3ccc(Cl)c(Cl)c3)CC2)cc1
  ?	-13%	-21%
30	CN(C(=O)COc1cc(=O)n(C)c2ccccc12)c1cccc(Cl)c1
  ?	1%	14%

# Structures shown so far with a thiophene ring, fused or not, in the order listed:
# Screens in order – DT40 TDP1 CPT	N370S GC	FEN1 inhibitor
5	COc1ccc(C(=O)N[C@H](C(=O)OCc2nc3ccsc3c(=O)[nH]2)C(C)C)cc1
  8%	-2%	2%
7	COCCNC(=O)C(c1cccs1)N(C(=O)Cn1nnc2ccccc21)c1ccccc1 (configuration not stated)
  -16%	15%	3%
28	COc1cc(OC)cc(-c2nnc(SCC(=O)NCc3cccs3)o2)c1
  -3%	8%	4%

# Further results follow:
# Screens in order – DT40 TDP1 CPT	N370S GC	FEN1 inhibitor
31	CCOCCCNC(=O)Cn1cnc2c(cnn2-c2ccc(OC)cc2)c1=O
  ?	-14%	-2%
32	CSc1nc(-c2cccs2)c(C#N)c(=O)[nH]1
  8%	-8%	-8%
33	CC(NC(=O)CNC(=S)N(Cc1cccs1)C1CCCC1)c1ccccc1 (configuration not stated)
  ?	3%	?
34	Cn1c(=O)[nH]c(=O)c2c1nc(N1CCOCC1)n2CCN1CCOCC1
  -1%	-16%	8%
35	CC1CCN(CCCNc2cc(NCCO)c([N+](=O)[O-])c3nonc23)CC1
  1%	-28%	-17%
36	N#C/C(=C\c1c(Oc2ccc(Br)cc2)nc2ccccn2c1=O)c1nc2ccccc2s1
  -73%	/	?
37	OCC1CCCN(C(=S)Nc2ccc(Oc3ccccc3)cc2)C1 (configuration not stated)
  -13%	6%	-2%
38	CCCCC1CCC(C(=O)OCC(=O)Nc2ccc(S(N)(=O)=O)cc2)CC1 (configuration not stated)
  -2%	-14%	-18%
39	Nc1ccccc1-c1nc2ccccc2[nH]c1=O
  5%	1%	-20%
40	COC(=O)C1=C(C(C)=O)C(c2ccc(C)cc2)n2nnnc2N1 (configuration not stated)
  -20%	-22%	-9%
41	Cc1nn(Cc2ccc(Br)cc2)c(C)c1NC(=O)c1nn(C)cc1Cl
  ?	6%	12%
42	O=C(COC(=O)c1ccc[nH]c1=O)NC1CCCC1
  -4%	-14%	1%
43	c1ccc(-n2nnc3c(N4CCOCC4)ncnc32)cc1
  -11%	5%	-4%
44	CCc1ccc(OCC(=O)NC(=S)Nc2ccc(F)cc2)c(Br)c1
  -4%	-14%	7%
45	O=C(Cn1cc(C(F)(F)F)ccc1=O)N/N=C/c1ccc(Cl)cc1Cl
  -30%	10%	3%
46	Cc1ccccc1COC(=O)c1ccc(-c2nnn(Cc3ccccc3F)n2)cc1
  -28%	/	11%
47	CCCn1nnc(NC(=S)NC(=O)CC)n1
  23µM*	/	-3%
48	CN1C(=O)Cc2cc(S(=O)(=O)CCC(=O)Nc3ccc(Cl)cc3)ccc21
  -27%	/	-2%
49	COc1ccc(-c2cn3cccnc3n2)cc1NC(=O)c1c(F)cccc1F
  ?	/	8%
50	N#Cc1ccc(C(=O)OCC(=O)Nc2cccnc2Cl)cc1
  -20%	/	23%
51	O=C1C(Cl)=C(NC2CCCCC2)C(=O)N1Cc1ccccc1
  -3%	22%	-9%
52	O=C(NCC1COc2ccccc2O1)C1CCCN(S(=O)(=O)c2cccc3cccnc23)C1 (configuration not stated)
  21µM*	8%	9%
53	CCCS(=O)(=O)c1nc(S(=O)(=O)c2ccc(C)cc2)c(N2CCN(CCO)CC2)s1
  14%	-17%	25%
54	CCN1C(=O)N[C@@H](c2cccc(C(F)(F)F)c2)C(C(=O)OC)=C1C
  16µM*	5%[12.8 µM]	15%
55	CS(=O)(=O)Nc1cccc(-c2cncnc2Nc2ccccc2)c1
  ?	-7%	/
56	CC1CN(C(=O)N2CCC(C(=O)NC3CCCCCC3)CC2)c2cc(Cl)ccc2O1 (configuration not stated)
  15µM*	/	4%
57	OC1(c2ccc(Br)cc2)CN(c2ccccc2)C2=[N+]1CCS2 (configuration not stated)
  ?	-3%	-11%
58	CCCOc1ccc(C(=O)CCNc2ccc(C)c(Cl)c2)cc1
  -23%	2%[12.8 µM]	-3%
59	CC(=O)Nc1ccc(-n2nnnc2SCC(=O)NC2CCCC2)cc1
  10%	-12%	-5%
60	COC(Cn1c2c(c3cc(C)ccc31)CCCC2NCc1ccccc1)OC (configuration not stated)
  ?	2%	-1%

# Seven compounds from above with just N370S GC and FEN1 inhibitor.
No. | structure | N370S GC | FEN1 inhibitor
53 | CCCS(=O)(=O)c1nc(S(=O)(=O)c2ccc(C)cc2)c(N2CCN(CCO)CC2)s1 | -17% | 25%
47 | CCCn1nnc(NC(=S)NC(=O)CC)n1 | / | -3%
57 | OC1(c2ccc(Br)cc2)CN(c2ccccc2)C2=[N+]1CCS2 (configuration not stated) | -3% | -11%
31 | CCOCCCNC(=O)Cn1cnc2c(cnn2-c2ccc(OC)cc2)c1=O | -14% | -2%
41 | Cc1nn(Cc2ccc(Br)cc2)c(C)c1NC(=O)c1nn(C)cc1Cl | 6% | 12%
44 | CCc1ccc(OCC(=O)NC(=S)Nc2ccc(F)cc2)c(Br)c1 | -14% | 7%
38 | CCCCC1CCC(C(=O)OCC(=O)Nc2ccc(S(N)(=O)=O)cc2)CC1 (configuration not stated) | -14% | -18%

# Going on with the list:
# Screens in order – DT40 TDP1 CPT	N370S GC	FEN1 inhibitor
61	COc1ccc(C(=O)NC(C)c2cccnc2)cc1S(=O)(=O)N(C)Cc1ccccc1 (configuration not stated)
  -18%	/	-7%
62	CC1C(=O)NN=C1C(=O)N/N=C/c1cccs1 (configuration not stated)
  -24%	-3%	-5%
63	Cc1cc(C)c(NC(=O)CS(=O)CC(=O)NCCN2CCCCCC2)c(C)c1 (configuration not stated)
  12%	4%	12%
64	CCCc1ccc(NC(=O)C2CCN(c3cnccn3)CC2)cc1
  16µM*	2%	-3%&6%
65	O=C(CSc1n[nH]c(-c2ccco2)n1)Nc1ccccc1F
  -2%	1%	5%
66	CCCC(C)c1nnc(NC(=O)C2CC(=O)N(CCc3ccc(F)cc3)C2)s1 (configuration not stated)
  ?	-2%	12%
67	O=C(CSc1nnc(-c2cccs2)n1CC1CCCO1)N1CCCC1 (configuration not stated)
  28%	-2%	5%
68	Cc1ccccc1NS(=O)(=O)c1ccc2[nH]c(=O)[nH]c2c1
  5%	0%	0%
69	COn1c(SCc2ccc(C)cc2C)nc2ccccc2c1=O
  21µM*	18%	-2%
70	CCOc1ccc(C(=O)Nc2ccc3oc(-c4cccc5ccccc45)nc3c2)cc1
  ?	/	-8%
71	Cc1cnc2cc(Cl)ccc2c1SCC(=O)O
  -27%	-12%	-2%
72	COCCCN=Cc1c(-c2ccccc2)[nH]n(-c2nc3ccccc3s2)c1=O
  26µM*	-3%	-35%
73	CC(C)(C)c1ccc(NC(=O)N2CCN(c3ccc([N+](=O)[O-])cn3)CC2)cc1
  3.3µM*	-3%	-6%
74	COc1cc2c(cc1OC)n(CC(=O)c1ccc(C)cc1C)c(=O)n1nc(CCn3nc(C)cc3C)nc21
  14%	/	-3%
75	O=C(CCN1CCN(c2ccccc2F)CC1)c1ccc(Br)cc1
  2.6µM*	-21%	0%
76	CC(=O)Nc1ccc(S(=O)(=O)NC2(C(F)(F)F)C(=O)Nc3c2c(=O)n(C)c(=O)n3C)cc1 (configuration not stated)
  -22%	8%	-3%
77	COc1cccc(C(=O)Nc2c3c(nn2-c2ccc([N+](=O)[O-])cc2)CS(=O)(=O)C3)c1
  2%	0%	-5%
78	Cc1cc(C)c(C#N)c(OCC(=O)c2ccc(Br)cc2)n1
  -19%	17%	-21%
79	O=C(COC(=O)C1CCCCC1)Nc1cc([N+](=O)[O-])ccc1F
  ?	-3%	12%
80	CCOc1cc(C(=O)Nc2ccc(C(=O)NCCN(CC)CC)cc2)ccc1OCC(=O)N1CCOCC1
  0%	-9%	13%
81	CCC(C)c1ccc(NC(=O)CC(C)=O)cc1 (configuration not stated)
  -22%	-2%	-9%
82	COC(=O)c1ccc2c(c1)N(Cc1nc(-c3ccc(Cl)cc3)oc1C)C(=O)C1CCCN21 (configuration not stated)
  21µM*	/	-33%
83	O=C(O)CCC(=O)Nc1ccc(-c2nc3ccc(C(=O)c4ccccc4)cc3[nH]2)cc1
  1%	3%	-7%
84	COC(=O)Nc1sc2c(c1C(N)=O)CCCCCC2
  16µM*	4%	-2%
85	CN1CCN(C(=O)CSc2nnc(COc3ccccc3)o2)CC1
  -1%	-4%	-2%
86	Cc1ccc(S(=O)(=O)n2c(N)nc3ccccc32)cc1
  ?	11%	4%
87	Cc1ccc(-c2nnc(SCC(=O)NCCC(C)C)nc2-c2ccc(C)cc2)cc1
  5.8µM*	/	-8%
88	OCCn1c(C(F)(F)F)nc2ccccc21
  -3%	4%	-4%
89	Cc1cccc(C(=O)Nc2cccc(C(=O)OCc3cc(=O)n4ccsc4n3)c2)c1
  4%	/	5%
90	CCCn1nc(C(=O)Nc2cc(S(=O)(=O)Nc3ccc(OC)cc3)ccc2O)c2ccccc2c1=O
  ?	/	8%
91	C/C(O)=C(\C#N)P(=O)(c1ccccc1)c1ccccc1
  5%	8%	7%
92	Cc1ccc(C(=O)NCCc2cccc(Cl)c2)cc1[N+](=O)[O-]
  21µM*	2%	-2%
93	COc1ccc2c(c1)C(=O)CCC2c1ccccc1 (configuration not stated)
  2%	-6%	15%

# Screening data deposited in PubChem BioAssay by National Center for Advancing Translational Sciences (NCATS).
